# CIT2 TOR yeast – yeast TOR pathway CIT2-GFP modulation | S. cerevisiae CIT2-GFP strain, flow cytometry, 3 h; 100 means same as DMSO wells | GFP response vs DMSO, % at 10 µM | AID 2029 | 0.065% of 320,000 active;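 active means GFP response relative to DMSO above a set limit, near the screen mean plus 3 SD, cut at about 150% in these data; inconclusive means Fewer than 70 cells measured for a yeast strain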;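 further: ratio of well median GFP fluorescence to mean of DMSO wells on the plate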
# Bcl-xL primary – Bcl-xL (human) inhibition | Q07817 | GST-Bcl-xL / FITC-Bim BH3 peptide fluorescence polarization | inhibition, % at 10.9 µM | 0.7% of 320,000 active;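 active means inhibition above the mean of all tested compounds plus 3 SD, cutoff set per campaign, cut at about 30% in these data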;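 further: 0% = DMSO wells and 100% = unlabeled Bim-BH3 peptide competitor; inhibitors lower millipolarization by displacing the labeled peptide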
# Target sequence (Q07817 whole entry, looked up): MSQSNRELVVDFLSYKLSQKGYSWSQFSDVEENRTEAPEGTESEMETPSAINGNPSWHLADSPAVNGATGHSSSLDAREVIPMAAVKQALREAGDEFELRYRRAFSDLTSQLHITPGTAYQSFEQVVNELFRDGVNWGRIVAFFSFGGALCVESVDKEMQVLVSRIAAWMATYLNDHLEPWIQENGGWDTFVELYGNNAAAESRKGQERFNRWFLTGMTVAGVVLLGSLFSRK
# MCL1 BIM primary – MCL1-BIM-BH3 interaction inhibition (human). inhibition, % at 10.9 µM. GST-MCL1 / FITC-Bim-BH3 fluorescence polarization. 0.68% of 320,000 active. Q07820;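 active means inhibition above the mean inhibition of all tested compounds plus 3 SD, set per campaign, cut at about 40% in these data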;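 further: 0% = DMSO wells and 100% = unlabeled Bim-BH3 peptide control; higher means more loss of mP so more displacement of Bim peptide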
# Target sequence (Q07820 whole entry, looked up): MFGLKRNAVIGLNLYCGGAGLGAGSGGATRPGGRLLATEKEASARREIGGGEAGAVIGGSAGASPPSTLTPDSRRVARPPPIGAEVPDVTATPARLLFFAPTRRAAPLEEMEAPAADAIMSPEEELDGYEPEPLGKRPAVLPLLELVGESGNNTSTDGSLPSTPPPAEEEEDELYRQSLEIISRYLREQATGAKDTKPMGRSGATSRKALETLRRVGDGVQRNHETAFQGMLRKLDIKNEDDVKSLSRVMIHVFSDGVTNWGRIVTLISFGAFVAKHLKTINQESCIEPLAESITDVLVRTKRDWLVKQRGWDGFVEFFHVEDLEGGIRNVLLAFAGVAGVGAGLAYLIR
# MEX-5 binding – C. elegans MEX-5 TCR-2 RNA binding activity; 0.38% of 300,000 active; AID 1832; activity score (negative = inhibition of binding), % at 10 µM; MEX-5/FITC-TCR2 RNA binding, fluorescence polarization; stronger effect = lower value; Q9XUB2;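 active means inhibition past about -25% in most replicates, and total fluorescence under double the plate's negative control median, limit read from the data; inconclusive means replicates evenly split on the limit, or fluorescence at least double controls; inactive means too little inhibition in most replicates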;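 further: 0% = DMSO and -100% = 5 µM competing unlabeled TCR2 RNA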
# VLA-4 inh – inhibition in a human VLA-4 binding assay. VLA-4 expressing cells, ligand binding flow cytometry. 0.2% of 330,000 active. inhibition, % (about 7 µM as worked out from the volumes in the protocol). P13612. AID 2557; in the data active means inhibition above about 50%
# GRK2 aptamer HTS – inhibitors of human GRK2 displacing RNA aptamer | bead flow cytometry, FAM-aptamer displacement from GRK2 | inhibition of aptamer binding, % at 10 µM | AID 488847 | 0.59% of 330,000 active | P25098;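 active means inhibition of aptamer binding above 40%, roughly 3 SD of noise, on plates passing a quality check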;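 further: median bead fluorescence of bound FAM aptamer so fluorescent compounds give negative values; no value below 0 was filed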
# CR mimetic SO – yeast age-related superoxide inhibition as caloric restriction mimetic; 0.18% of 330,000 active; AID 2690; superoxide response (% of plate mean), % at 10 µM; S. cerevisiae aged cells, superoxide DHE fluorescence; stronger effect = lower value;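 active means superoxide response under a set limit, about three screen SD below normal, cut at about 65% in these data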;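 further: yeast aged for seven days with compound at 30 °C before DHE staining; 100% = average MFI of all compound-treated wells on the plate with controls excluded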
# GLD-1 RNA inh – GLD-1-TGE RNA interaction inhibition (C. elegans); Q17339; purified GLD-1 + fluorescein TGE RNA, fluorescence polarization; inhibition, % at 5.96 µM; 0.44% of 320,000 active;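 active means percent inhibition above a per-plate cutoff, the plate mean of test compounds plus 3 SD, cut at about 30% in these data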;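 further: 0% = DMSO wells with GLD-1 and probe and 100% = wells lacking GLD-1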
# Target sequence (Q17339 whole entry, looked up): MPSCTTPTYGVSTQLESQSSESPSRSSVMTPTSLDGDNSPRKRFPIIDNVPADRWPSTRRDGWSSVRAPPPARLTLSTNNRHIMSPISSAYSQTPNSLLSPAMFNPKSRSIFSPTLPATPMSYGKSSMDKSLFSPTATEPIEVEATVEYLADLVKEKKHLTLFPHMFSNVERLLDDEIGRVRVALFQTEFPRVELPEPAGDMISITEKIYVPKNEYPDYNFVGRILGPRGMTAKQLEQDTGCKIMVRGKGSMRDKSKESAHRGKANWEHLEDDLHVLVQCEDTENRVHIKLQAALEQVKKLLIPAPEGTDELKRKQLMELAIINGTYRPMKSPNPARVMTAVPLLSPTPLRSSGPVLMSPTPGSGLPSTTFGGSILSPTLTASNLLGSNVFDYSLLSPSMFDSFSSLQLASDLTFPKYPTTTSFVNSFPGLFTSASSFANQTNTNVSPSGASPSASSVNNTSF
# AGP1-GFP MLPCN – modulators of TOR pathway AGP1-GFP in S. cerevisiae. S. cerevisiae AGP1-GFP multiplex flow cytometry, 3 h; GFP as percent of DMSO wells. GFP response vs DMSO, % at 10 µM. 0.02% of 320,000 active. AID 2066;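 active means GFP response relative to DMSO above a set limit, near screen average plus 3 SD, cut at about 150% in these data; inconclusive means fewer than 70 cells counted for the yeast strain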;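 further: median GFP channel fluorescence of the gated AGP1 strain per well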
# * = called active by the depositor; ? = inconclusive; . = no result given. The order is random. Share with any hit: about 2.1%.
SMILES,CIT2 TOR yeast,Bcl-xL primary,MCL1 BIM primary,MEX-5 binding,VLA-4 inh,GRK2 aptamer HTS,CR mimetic SO,GLD-1 RNA inh,AGP1-GFP MLPCN
CC1(c2ccc(Cl)cc2)NC(=S)N2C1NC(=S)N2c1ccccc1 (stereo not given),101,2,3,-0.8,-6,1,116,1,105
CC1(C)Cc2c(C#N)c(N3CCOCC3)nc(-c3ccccc3)c2CO1,107,13,12,-1.7,18,2,103,9,104
O=C(CN1CCN(c2ccccn2)CC1)N(c1ccccc1)c1ccc2ccccc2c1,91,-1,-4,.,7,0,99,-1,99
O=C(NNC(=O)c1ccccc1)C(=O)N1CCCCC1,100,3,5,-5.2,-2,0,97,1,101
Cn1c(SCC(=O)NC2CCCC2)nnc1-c1ccccn1,101,-1,6,-1.4,-7,2,103,8,98
COc1ccc(NC(=O)Cn2nnc(C(=O)NCc3ccccc3)c2N)c(OC)c1,105,2,12,-1.1,0,0,92,-1,103
C[C@H](NC(=O)[C@@H]1Cc2ccccc2CN1)C(=O)Nc1ccc2c(c1)OCO2,106,7,6,-1.6,8,0,87,4,106
O=C(CCCN1C(=O)/C(=C\c2cccs2)SC1=S)Nc1ccc(O)cc1C(=O)O,112,17,19,-1.1,11,0,100,-3,104
O=C(CSc1ccc2nnc(-c3ccc(F)cc3)n2n1)N1CCCc2ccccc21,96,-2,5,0.8,-13,4,102,4,93
CCN1CCN(c2ccc(S(=O)(=O)N3CCOCC3)cc2NC(=O)c2ccc(C(F)(F)F)cc2)CC1,85,-11,-20,1.6,8,0,91,-3,96
O=C1CCC(c2ccc3c(c2)CCC3)=NN1,105,1,6,1.5,53*,0,103,2,100
CC(=O)Nc1ccc(NC(=O)c2cccc(S(=O)(=O)N3CCCCCC3)c2)cc1,92,.,.,.,12,0,95,6,102
O=S(=O)(c1cccs1)N1CCN(Cc2ccccc2)CC1,108,-2,-1,-2.0,3,1,116,2,114
O=c1oc(-c2ccc(F)cc2)nc2ccsc12,90,9,14,-0.6,-3,1,103,1,95
COC(=O)C[C@H]1c2cc(F)ccc2S(=O)(=O)N1Cc1ccccc1OC,95,2,4,0.0,0,0,104,-2,100
Cc1cc(N/N=C/c2ccco2)c2ccccc2n1,93,1,-5,-1.0,9,4,89,7,105
Cc1ccc(C(=O)CC(=O)COc2ccc(Cl)cc2C)cc1,100,4,11,0.7,3,1,72,0,98
COc1cccc(NC(=O)CN(C)C(=O)c2cccc(S(=O)(=O)N3CCN(c4ccc(F)cc4)CC3)c2)c1,95,2,-1,0.4,1,3,106,6,92
COC(=O)C(C(=O)OC)C(c1ccccc1)C(C(=O)c1ccccc1)[N+](=O)[O-] (stereo not given),86,3,4,-1.3,2,.,115,3,100
COc1ccc(-c2nc(NC(=O)C3=NN(c4cccc(C)c4)C(=O)CC3)sc2C)cc1,101,-1,0,-3.5,-10,4,108,0,101
CN(Cc1ccc(F)cc1)C(=O)c1ccc(NS(=O)(=O)c2ccc3[nH]c(=O)[nH]c3c2)cc1,100,-1,0,1.1,-5,0,99,1,94
Cc1ccc(C2=NNC(C(O)C(O)C(O)CO)S2)cc1 (stereo not given),93,5,3,1.3,16,0,104,4,102
O=C(CCC1CCCN(C(=O)c2ccco2)C1)NCc1ccccc1F (stereo not given),97,1,1,2.6,3,2,90,-1,100
Cc1ccc(OCCN2C(=O)S/C(=C\c3ccc(C)o3)C2=O)cc1,98,-1,-4,-0.2,-21,6,104,8,95
CC(/C=C1\SC(=S)N(CC(=O)O)C1=O)=C\c1ccccc1,113,6,12,1.1,27,8,109,5,116
CCC1Sc2ccc(S(=O)(=O)CCC(=O)Nc3cccc(Br)c3)cc2NC1=O (stereo not given),102,5,8,0.0,2,3,99,5,107
CCN(CC)c1ccc(NC(=O)c2ccc(=O)[nH]c2)cc1S(=O)(=O)Nc1ccccc1OC,96,2,-3,3.3,-8,4,80,-1,104
CCOc1ccc(CCNC(=O)c2ccc3ccccc3n2)cc1OCC,96,1,5,2.9,6,3,92,-8,98
O=C(Nc1c2c(nn1-c1ccc(F)cc1)CSC2)c1ccc(S(=O)(=O)N2CCOCC2)cc1,99,0,0,-1.3,6,0,122,-1,100
O=C(NC12CC3CC(CC(C3)C1)C2)c1cnccn1,86,42*,53*,-1.5,2,0,109,34*,94
Cc1ccc(OCCCCn2cnc3ccccc32)c(C)c1,96,7,0,-1.6,-1,3,104,5,97
O=C(CN1CCC(NC(=O)c2ccccc2Cl)CC1)NCc1ccccc1,102,-1,-3,1.9,8,1,94,5,100
COc1ccc(N(CC(=O)N2CCN(C)CC2)S(=O)(=O)c2ccccc2)cc1,100,-2,-6,0.2,0,0,97,-6,92
COc1ccc(Nc2nnc(SCc3cn4c(C)cccc4n3)s2)cc1,101,0,0,3.1,18,0,100,-3,104
CC(C)CCNC(=O)C(=O)Nc1cc2c3c(c1)CCC(=O)N3CCC2,96,2,2,-0.6,9,3,78,4,96
O=CN1CCN(C(=O)c2ccccc2F)CC1,89,7,-2,-0.7,1,0,115,1,86
O=C(CN1CCN(S(=O)(=O)c2cccc(F)c2)CC1)NCC1(N2CCOCC2)CCCCC1,93,-3,-13,.,14,0,97,0,98
CCc1nc2n[nH]c(N)c2c2c1CCCC2,110,3,6,-2.7,33,3,104,10,105
CCOc1ccc(N(CC(=O)NCc2ccc(Cl)cc2)S(=O)(=O)c2ccccc2)cc1,105,3,-3,-0.3,3,0,88,-1,89
CCC(=O)c1ccc(N2CCCCCC2)c(F)c1,102,2,4,0.7,13,0,83,-2,101
COc1ccccc1N1CCN(Cc2ccc(C(=O)O)cc2)CC1,103,3,7,-1.3,-3,0,92,2,102
Cc1nn(C)c(C)c1S(=O)(=O)N(CC(=O)Nc1ccccn1)c1ccc(C(C)C)cc1,91,1,-1,3.1,-11,0,100,0,99
N=c1oc2ccccc2cc1C(=O)NC1CCCCCC1,87,-1,-2,1.8,0,0,90,-4,95
c1ccc2nc(-c3ccc(-n4ccnc4)cc3)ccc2c1,103,3,2,2.2,6,0,104,4,108
O=C(CSc1nc2nn(-c3ccccc3)c(=O)c-2c2n1CCCCC2)Nc1ccc(F)c(F)c1,103,.,.,.,-1,1,122,3,104
CCCN(CCC)C(=S)NC(=O)c1ccc(Cl)cc1Cl,93,3,9,2.3,0,2,85,15,92
Cn1cc([N+](=O)[O-])c(C(=O)Nc2cc(Oc3cccnc3)cc([N+](=O)[O-])c2)n1,89,4,8,-1.2,28,0,103,-2,109
CCOc1ccc(CN2CCN(S(=O)(=O)c3ccc(NC(C)=O)cc3)CC2)cc1,96,8,1,0.3,4,0,106,5,95
Cc1noc(-c2ccccc2OC(=O)c2ccccc2)n1,94,-1,-7,-0.3,27,2,108,-4,97
Fc1ccc(Sc2nc(-c3ccccc3)nnc2C(F)(F)F)cc1,89,5,13,1.3,25,0,110,-1,103

# Further results:
SMILES,CIT2 TOR yeast,Bcl-xL primary,MCL1 BIM primary,MEX-5 binding,VLA-4 inh,GRK2 aptamer HTS,CR mimetic SO,GLD-1 RNA inh,AGP1-GFP MLPCN
CCN(CC)S(=O)(=O)c1ccc(N/N=C(\C)c2ccncc2)c([N+](=O)[O-])c1,114,2,8,0.5,4,0,126,-1,92
COc1ccc(/C=C(/NC(=O)c2ccccc2)C(=O)N/N=C/c2cccs2)cc1OC,104,-1,4,-0.3,38,0,102,5,103
O=C(NCc1cccnc1)c1cnn2ccccc12,104,1,1,0.2,0,2,80,1,105
COc1nc(Cl)cn(-c2ccc(Cl)cc2)c1=O,100,6,-3,0.6,1,4,103,-6,97
Cc1nc2c(c3c1[nH]c1ccccc13)C(O)CC(C)(C)C2 (stereo not given),102,9,8,-1.1,-10,3,88,-5,103
O=C(Cn1c(=O)oc2ccccc21)Nc1ccccc1Cl,107,3,-1,0.3,3,3,98,2,92
COc1cccc(OC)c1OCCCCn1cnc2ccccc2c1=O,94,4,3,-1.2,14,0,95,2,99
O=c1cc(N2CCCCC2)c2ccccc2o1,94,0,-2,-1.6,-10,0,93,3,102
COc1ccc(-c2nc(-c3cccc(C)c3)no2)cc1OC,98,-1,0,-1.9,.,0,96,-1,100
C/C(=N\Nc1cccc(C(=O)O)c1)c1ccc(Cl)s1,88,10,4,-2.0,24,4,154,1,70
COC(=O)c1cc(S(=O)(=O)NCc2ccc3c(c2)OCO3)c[nH]1,98,6,5,-3.1,36,0,96,9,102
CC(=O)Nc1ccc(C(=O)Nc2cccc(S(=O)(=O)NC3=NCCC3)c2)cc1,105,-12,-14,-4.7,32,0,91,2,107
CCc1nc(SCC(=O)N2CCN(c3ccccc3)CC2)c2oc3ccccc3c2n1,107,8,13,1.7,-4,1,79,3,107
c1ccc(-n2ncc3c(NCc4ccc5c(c4)OCO5)ncnc32)cc1,89,2,7,-1.3,-1,3,80,5,88
CN(Cc1ccccc1)S(=O)(=O)c1ccc(OCC(=O)NCc2cccnc2)cc1,105,3,3,1.1,10,2,90,3,103
CC1CC(C)CN(S(=O)(=O)c2cccc3nsnc23)C1 (stereo not given),105,0,-2,-1.4,0,7,105,1,103
CCCNC(=O)COc1coc(CN2CCN(Cc3ccccc3)CC2)cc1=O,104,8,3,0.8,9,0,87,5,106
CC(=O)c1c(C)[nH]c(C(=O)COC(=O)CCNS(=O)(=O)c2ccc(C)c(C)c2)c1C,103,.,.,.,-12,1,96,7,96
Cc1ccc(/C=N/NC(=O)c2cc3ccccc3cc2O)o1,95,0,0,-1.3,4,0,74,-3,91
Cc1cc(C(=O)Nc2cccc(NC(=O)c3ccco3)c2)ccc1[N+](=O)[O-],90,.,.,.,-3,0,114,.,98
CC(C)[C@H](NC(=O)c1c(F)cccc1F)C(=O)N1CCN(c2ccc(F)cc2)CC1,92,3,-2,1.2,-11,1,96,5,100
CCCOn1c(-n2nc(C)cc2C)nc2ccccc2c1=O,105,-1,-3,0.2,4,3,103,3,98
Cc1onc(-c2ccccc2Cl)c1C(=O)NCc1ccc(S(N)(=O)=O)cc1,93,1,-1,1.1,12,2,102,-4,110
c1ccc(OCCSc2ncnc3nc[nH]c23)cc1,104,13,11,1.2,-34,1,109,1,105
Cc1cc(C)nc(-n2nc(C)cc2NC(=O)CN2CCCC(C)C2)n1 (stereo not given),100,2,10,0.5,-12,0,90,3,97
COc1cc(C(=O)O)cc(OC)c1OCc1cc(C(=O)O)oc1C,96,6,5,-3.1,-6,9,103,7,92
CCOC(=O)c1cccc(NC(=O)c2cncc(Br)c2)c1,94,1,-4,1.7,-2,0,107,1,90
Cc1ccc(C(=O)Nc2cccc(C(=O)O)c2)cc1,98,-5,-1,-0.5,1,0,96,5,99
CCOc1cccc(/C=C2\NC(=S)N(c3ccccc3)C2=O)c1O,?,7,8,-5.6,-4,1,105,-6,?
CCCCc1c(C)nc2ccc(C)cc2c1SCCC(=O)O,104,8,5,-2.5,-2,0,101,6,.
O=C(COC(=O)c1ccccc1NC(=O)c1ccco1)Nc1ccc2c(c1)OCO2,94,-5,-13,3.2,-5,0,90,-4,88
CC1Oc2ccccc2N(Cc2cccnc2)C1=O (stereo not given),99,1,4,-2.1,-5,1,92,2,105
